Assay outcomes from PubChem BioAssay.
RECQ1 inh: RECQ1 (human) helicase inhibition; P46063; RECQ1 DNA unwinding, red fluorescence kinetic read; Potency, µM (highest dose often 57.3 µM), without a hit: top-dose activity, negative = inhibition, actives largely listed as inhibitors; actives 0.54% (n = 240,000); AID 2549;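 also: plate controls were vehicle for no effect and no enzyme for full effect; nearly all actives have a fitted effect of over 30% in size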
Target sequence (P46063 whole entry, looked up): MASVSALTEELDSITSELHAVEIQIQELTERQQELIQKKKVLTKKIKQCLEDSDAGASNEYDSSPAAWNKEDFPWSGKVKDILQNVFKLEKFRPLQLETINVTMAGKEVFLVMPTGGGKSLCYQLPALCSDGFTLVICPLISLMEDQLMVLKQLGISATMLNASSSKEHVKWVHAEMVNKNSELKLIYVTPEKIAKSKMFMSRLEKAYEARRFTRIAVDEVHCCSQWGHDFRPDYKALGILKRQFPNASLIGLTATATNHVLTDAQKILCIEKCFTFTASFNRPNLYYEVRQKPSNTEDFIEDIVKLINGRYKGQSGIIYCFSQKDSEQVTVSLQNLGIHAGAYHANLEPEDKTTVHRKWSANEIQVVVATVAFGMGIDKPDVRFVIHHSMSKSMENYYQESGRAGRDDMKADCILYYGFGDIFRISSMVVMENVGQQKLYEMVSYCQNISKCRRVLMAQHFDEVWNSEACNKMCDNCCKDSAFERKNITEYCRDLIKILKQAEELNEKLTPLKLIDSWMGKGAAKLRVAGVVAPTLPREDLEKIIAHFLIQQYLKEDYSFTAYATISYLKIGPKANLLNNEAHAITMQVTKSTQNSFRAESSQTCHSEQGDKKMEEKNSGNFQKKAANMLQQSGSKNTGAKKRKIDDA
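RECQ1T1 50 nM; forked duplex (20 bp + 30-nt ss tails) 200 nM, ATP 2 mM final; pH 8.0, 2 mM MgCl2, 2.5 ug/ml poly(dI-dC); 15 min compound preincubation; discontinuous kinetic read over 2 h at RT.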
IMPase Li cell: cell-permeable IMPase inhibitors with lithium potentiation; Potency, µM (top dose mostly 59.4 µM), without a hit: at the top dose activity, negative = IMPase inhibition, usual class: inhibitors; CHO-M1 cells, IP1 TR-FRET (IP-One), carbachol + lithium; actives 0.35% (n = 210,000);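 also: IP1 builds up when IMPase is blocked and the TR-FRET signal falls; plate controls were basal vehicle for no effect and high inhibitor control for full effect; nearly all actives have a fitted effect of over 50% in size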
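Concentration–response in CHO-M1 cells, lithium-potentiated; 30 min at 37C. IP1 detected by competitive TR-FRET after 10 min lysis at RT. Hill-fitted AC50.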
SMN2 splice enh: SMN2 splice variant enhancement. HEK293 SMN2-luciferase splicing reporter, luminescence, 30-36 h. actives 2.8% (n = 210,000). Potency, µM (top dose mostly 46.1 µM), inactives show top-dose activity change, positive = activation, actives largely listed as activators; also: % of control where 0% means no effect; nearly all actives have a fitted effect of over 55% in size
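HEK293 cells carry an SMN2 minigene-luciferase reporter in which exon 7 inclusion puts luciferase in frame. Cells were seeded at 2000 cells/well, attached for 10-12 hours, then exposed to compounds for 30-36 hours at 37C before ONE-Glo luminescence.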
KinaseGlo FLuc: Kinase-Glo luciferase inhibition (counter-screen); actives 0.28% (n = 200,000); Q27757; AID 1379; Potency, µM (titrated, usually from 38.3 µM), for the others: at the highest dose activity change, negative = inhibition, usual class: inhibitors; Kinase-Glo luciferase, ATP luminescence, 8 min; also: % is scaled to controls: 0 for no effect and ±100 for the full control effect; nearly all actives have a fitted effect of over 60% in size
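Compound is pinned into ATP-containing buffer (10 uM ATP, imidazole pH 7.2, 7 mM MgCl2). Kinase-Glo luciferase reagent is then added. Light output is recorded following an 8-min room-temperature incubation.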
RGS12 GoLoco inh: inhibitors of human Gai1-RGS12 GoLoco interaction (red fluorophore); P63096; Gai1:RGS12 GoLoco peptide FP, rhodamine, 10 min; Potency, µM (series often up to 61.6 µM), without a hit: top-dose activity, negative = inhibition, usual class: inhibitors; actives 0.44% (n = 230,000); AID 880; active = well fitted inhibition curve with a large enough effect, not every such curve was filed as active; inactive = no such curve, though single readings can be large or run the other way; also: % is scaled to controls: 0 for no effect and ±100 for the full control effect; nearly all actives have a fitted effect of over 30% in size; many of its hits are not listed in these tables
Target sequence (P63096 whole entry, looked up): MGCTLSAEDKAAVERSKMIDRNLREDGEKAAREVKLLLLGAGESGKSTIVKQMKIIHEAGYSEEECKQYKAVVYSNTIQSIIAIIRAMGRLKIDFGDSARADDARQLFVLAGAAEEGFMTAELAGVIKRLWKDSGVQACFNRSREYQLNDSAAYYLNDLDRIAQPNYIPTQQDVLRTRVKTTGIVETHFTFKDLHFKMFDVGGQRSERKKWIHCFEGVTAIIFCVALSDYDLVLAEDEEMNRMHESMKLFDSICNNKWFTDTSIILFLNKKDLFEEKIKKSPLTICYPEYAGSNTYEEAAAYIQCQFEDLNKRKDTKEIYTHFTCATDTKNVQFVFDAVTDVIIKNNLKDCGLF
KDM4E inh: blocks human JMJD2E demethylase activity; actives 1.6% (n = 230,000); B2RXH2; Potency, µM (highest dose often 57.1 µM), for inactives: at the top dose activity change, negative = inhibition, hits mostly inhibitors; JMJD2E catalytic domain, FDH-coupled NADH fluorescence (FDH is formaldehyde dehydrogenase); active = well fitted inhibition curve with a large enough effect, not every such curve was filed as active; inconclusive = small, poorly fitted or top-dose-only effect, or another doubt; inactive = no such curve, though single readings can be large or run the other way;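 also: 0% = wells with enzyme and -100% = buffer wells without enzyme; nearly all actives have a fitted effect of over 50% in size; many of its hits are not listed in these tables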
Epigenetic reg: derepresses silenced GFP reporter in murine cells | murine LDR cells, GFP reporter derepression, 30 h | Potency, µM (top dose mostly 53.9 µM), for inactives: at the top dose GFP activation, most hits filed as activators | actives 0.2% (n = 280,000) | AID 1865; also: % of control where 0% means no effect; nearly all actives have a fitted effect of over 60% in size
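Derepression of a silenced CMV-GFP reporter in murine LDR cells is scored by enumerating GFP-positive cells with a laser-scanning microplate cytometer after 30 hours of treatment at 37 C.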
NPSR antagonist: blocks cAMP signaling of the human neuropeptide S receptor; CHO-NPSR cells, cAMP TR-FRET, antagonist mode; AID 1461; Q6W5P4; actives 1% (n = 220,000); Potency, µM (highest dose often 38.3 µM), inactives show at the highest dose activity change, negative = inhibition, usual class: inhibitors; also: % is scaled to controls: 0 for no effect and ±100 for the full control effect; nearly all actives have a fitted effect of over 50% in size; many of its hits are not listed in these tables
* = called active by the depositor; i = inactive; ? = inconclusive; / = no result given; [ ] = remark or other dose. Unless noted, calls follow the shape of the dose curve; as a rule, active = well fitted curve in the direction sought with a large enough effect; inconclusive = small, poorly fitted or top-dose-only effect, or another doubt; inactive = no such curve, though single readings can be large; an effect the other way counts as inactive or inconclusive. Potency is read from the fitted curve at half-maximal effect. This is a subset. The share of hits here may be higher or lower than overall.

Results follow in this order: RECQ1 inh, IMPase Li cell, SMN2 splice enh, KinaseGlo FLuc, RGS12 GoLoco inh, KDM4E inh, Epigenetic reg, NPSR antagonist
O=C(Nc1cccc(O)c1)c1ccccc1
    -8.8%, 2.5%, 2.2%, -5.9%, 7.9%, 5.8%, 0.0%, 3.6%[46.1 µM]
Cc1ccc(SCc2cn3cc(Cl)ccc3n2)cc1
    -3.4%, /, /, /, -4.5%, -1.5%, 1.1%, -49.9%
O=C(/C=C/Nc1ccc(S(=O)(=O)Nc2ncccn2)cc1)c1ccc(Cl)c(Cl)c1
    i, -4.3%, 8.3%, 2.7%, 31.9%[activator], -2.5%, -1.0%, -14.0%
COc1cc(C)c(C)cc1S(=O)(=O)N1CCCCC1c1cccnc1 (stereo unspecified)
    -0.5%, 22.4%[38.3 µM], 13.9%, 2.6%, 7.5%, -3.2%, 2.2%, -18.6%[46.1 µM]
O=c1c2ccc(Cl)cc2[nH]c(=S)n1CCCN1CCOCC1
    -6.5%, 2.8%, 8.0%, -0.3%, 9.1%, 6.8%, -1.9%, 19.1%
CCOc1ccc(C(C)NC(=S)NC2CCCCC2)cc1OCC (stereo unspecified)
    -1.4%, 0.6%, -32.7%[inhibitor], -3.4%, 1.8%, 1.0%, 0.5%, -13.6%
COc1cc2nc(CN(CCC(C)C)Cc3nc4cc(OC)c(OC)cc4c(=O)[nH]3)[nH]c(=O)c2cc1OC
    i, 5.5%[38.3 µM], 17.3%, -1.4%, 16.2%, ?, 0.0%, 0.2%[46.1 µM]
COc1ccc(CC(=O)Nc2cccc(SC)c2)cc1
    -5.7%, 0.3%, -0.5%, -1.7%, -2.5%, -3.8%, -0.1%, 2.5%
O=C(Cn1c(=O)c2c(ncn2C2CCCC2)n(Cc2ccccc2)c1=O)N1CCc2ccccc21
    -13.4%, 12.2%[38.3 µM], 0.8%, -0.4%, 0.1%, -0.2%, 0.0%, -18.8%[46.1 µM]
COc1ccc2[nH]c(=O)c(CN(C(=O)c3cccnc3)c3ccc(C)cc3)cc2c1
    -12.2%, 2.2%[38.3 µM], 12.9%, 1.1%, 4.6%, ?, -1.0%, -6.8%[46.1 µM]
COC(=O)CN(c1cccc(F)c1)S(C)(=O)=O
    -10.6%, 6.1%[38.3 µM], 1.2%, -0.5%, 7.6%, 4.2%, 0.1%, -3.2%[46.1 µM]
CC(C)C(=O)NC(=S)Nc1ccccc1F
    -11.8%, 3.3%[38.3 µM], 1.6%, -3.0%, 2.8%, 6.3%, -0.8%, 0.0%[46.1 µM]
CCOC(=O)c1c(C)[nH]c(C(=O)CSc2nnc(-c3cccs3)n2Cc2ccccc2)c1C
    -2.4%, 9.6%[38.3 µM], 11.3%, 7.5%, 25.8%, 0.8%, 2.5%, -19.6%[46.1 µM]
CCn1nc(C)c(/C=N/NC(=S)Nc2ccc(Cl)cc2Cl)c1C
    -1.6%, -5.8%, -4.4%, 2.3%, 6.3%, -7.0%, 16.6%, -43.7%
COC(=O)Cc1c(O)ccn(Cc2cccc(C(F)(F)F)c2)c1=O
    i, -0.9%, -9.5%, -4.2%, 1.9%, 9.6%, -0.8%[10.1 µM], 9.4%

Only RGS12 GoLoco inh and SMN2 splice enh (2 entries from above):
SMILES	RGS12 GoLoco inh	SMN2 splice enh
CCOC(=O)c1c(C)[nH]c(C(=O)CSc2nnc(-c3cccs3)n2Cc2ccccc2)c1C	25.8%	11.3%
O=C(/C=C/Nc1ccc(S(=O)(=O)Nc2ncccn2)cc1)c1ccc(Cl)c(Cl)c1	31.9%[activator]	8.3%

(more compounds)
Results follow in this order: RECQ1 inh, IMPase Li cell, SMN2 splice enh, KinaseGlo FLuc, RGS12 GoLoco inh, KDM4E inh, Epigenetic reg, NPSR antagonist
COC(=O)c1ccc(NC(=O)C2CC(=O)N(c3ccc(C)cc3)C2)cc1 (stereo unspecified)
    -2.6%, 0.3%, 29.3%, 8.8%, -3.4%, 8.9%, -1.2%, -11.1%[46.1 µM]
COCC(=O)N(Cc1cc2cc(OC)ccc2[nH]c1=O)c1ccc(C)cc1
    i, 8.9%[38.3 µM], ?, -0.4%, 1.8%, ?, -1.0%, -0.4%[46.1 µM]
Cc1ccccc1Cn1c(=O)n(-c2ccccc2)c(=O)c2ccc(C(=O)NCc3ccco3)cc21
    1.6%, -11.0%, -8.3%, 2.5%, -9.8%, 1.1%, 1.0%, -6.4%
CCOC(=O)c1c(C)c(-c2ccccc2)n(CC(=O)N2CCN(C)CC2)c1C
    -2.8%, -0.1%[38.3 µM], 0.0%, 0.1%, 14.1%, -8.4%, -1.0%, -12.9%[46.1 µM]
Cc1cc(S(=O)(=O)N(Cc2ccccn2)Cc2ccco2)ccc1-n1cnnn1
    -13.9%, 7.1%[38.3 µM], 2.7%, 7.5%, 2.2%, 7.5%, -0.8%, -15.5%[46.1 µM]
COc1ccc(CNC(=S)Nc2ccccc2-c2ccccc2)cc1
    -22.0%, 9.5%, 1.2%, 2.3%, 7.6%, -21.6%, -1.4%, -32.7%
CN1C(=O)C(CC(=O)N2CCN(C(c3ccccc3)c3ccccc3)CC2)N(C)C1=O (stereo unspecified)
    2.5%, 28.4%[38.3 µM], 1.9%, -1.4%, -8.9%, ?, 0.0%, -18.4%[46.1 µM]
Cc1cc(S(=O)(=O)NC2CCCC2)ccc1F
    -6.8%, 4.5%[38.3 µM], 14.7%, 0.7%, 5.2%, -22.0%, 1.4%, -9.3%[46.1 µM]
C/C(CCc1ccc2c(c1)OCO2)=N\NC(=O)c1ccc(C)cc1C
    -5.2%, 5.7%, -3.3%, 4.3%, 0.3%, 25.4%, -1.4%, 2.3%
COc1ccc(-c2[nH]ncc2CN(C)C(C)c2ccon2)c(OC)c1 (stereo unspecified)
    5.1%, /, /, /, -5.3%, 4.2%, -1.2%, -1.2%
Cc1ccc(-c2csc(Cc3nc(-c4cc5ccccc5oc4=O)cs3)n2)cc1
    i, 7.4%[38.3 µM], -71.5%[inhibitor], -7.3%, 10.5%, ?, -1.4%, -10.6%[46.1 µM]
COc1ccc(/C=N/NC(=O)c2ccccc2O)cc1CN1CCOCC1
    0.5%, /, /, /, 0.8%, -24.6%, 1.6%, 10.5%
Brc1ccc2c(c1)OCCOCCOc1cc(Br)ccc1OCCOCCOCCO2
    -10.3%, 17.8%, -29.2%, 5.0%, -5.2%, 5.0%, -9.6%, -16.1%[46.1 µM]
O=C(CSc1nc2ccccc2s1)NNC(=S)Nc1ccc(Br)cc1
    -8.4%, 4.3%[38.3 µM], -21.1%, 0.7%, 1.0%, 43.3%[activator], -0.1%, -11.3%[46.1 µM]
COc1ccccc1NS(=O)(=O)c1cc(C(=O)NCCN2CCOCC2)ccc1Cl
    -3.6%, -13.8%[38.3 µM], -39.5%[inhibitor], -4.9%, -3.0%, ?, -0.2%, -0.7%[46.1 µM]
CC(=O)Nc1ccc(C(=O)Nc2cc(C(F)(F)F)ccc2-n2cnc3ccccc32)cc1
    -1.2%, 9.6%, -12.2%, 3.1%, 22.0%, 14.0%, -2.5%, -3.2%
CC1=C(C)CC(C(=O)Nc2ccc3c(c2)OCO3)C(C(=O)O)C1 (stereo unspecified)
    i, -0.7%, 0.9%, 5.9%, 10.5%, 2.6%, -1.2%, 3.8%
O=C(c1cccc(S(=O)(=O)N2CCCC2)c1)N1CCN(c2ccccc2F)CC1
    -5.3%, 24.0%[38.3 µM], 56.1%, 0.4%, 4.6%, 3.9%, -2.1%, -9.5%[46.1 µM]
CC(C)(CNS(=O)(=O)c1ccc2c(c1)OCCO2)N1CCOCC1
    i, -5.4%, -0.9%, -1.1%, -8.7%, 0.9%, -0.4%, 14.1%
C/C(N)=C(/C#N)C(=O)CSc1nnnn1-c1ccc(C)cc1
    20µM*, -1.2%[38.3 µM], -7.1%, 1.2%, 15.3%, 2.0%, 0.0%, -21.6%[46.1 µM]
CCOc1ccc(N(CC(=O)NCC2CCCO2)C(=O)CCC(=O)Nc2ccccn2)cc1 (stereo unspecified)
    i, -5.3%, 1.8%, -1.1%, -10.7%, 10.6%, -2.0%, 0.1%[46.1 µM]
COc1ccc(CN(N=O)C2CC(=O)N(c3ccc(OC)cc3)C2=O)cc1 (stereo unspecified)
    -0.5%, /, /, /, 2.5%, 4.8%, 5.4%, -16.6%
CC(C)OP(=O)(OC(C)C)C1(O)C(=O)Nc2ccc(Br)cc21 (stereo unspecified)
    4.7%, 3.1%[38.3 µM], -4.8%, -0.6%, -7.3%, -9.5%, -0.9%, -13.9%[46.1 µM]
COc1ccc(CC(=O)Nc2cc(S(=O)(=O)N3CCOCC3)ccc2N2CCOCC2)cc1
    -9.2%, -1.4%, 11.0%, 1.4%, 7.9%, 10.7%, -0.4%, -1.9%
C/C(=N\NC(=O)COc1ccc(C(C)(C)C)cc1)c1ccc(-n2ccnc2)cc1
    -2.9%, 7.4%, ?, 1.2%, -3.5%, 29.0%, 0.0%, ?
Nc1nc(-c2ccco2)nn1C(=O)c1ccccc1Cl
    -0.8%, -0.9%, -13.6%, -2.7%, -12.4%, 14.5%, 1.1%, 37.1%
COc1ccccc1N/C(N)=N/c1nc(CSc2nc3ccccc3s2)cc(=O)[nH]1
    -3.7%, /, /, /, /, 3.8%, 2.7%, -20.5%[46.1 µM]
c1ccc(Nc2nc(N3CCOCC3)c3ccccc3n2)cc1
    10.1%, 24.5%[38.3 µM], /, -4.0%, 3.0%, ?, -0.1%, 5.5%[46.1 µM]
C=CCSc1nc(N(CC)CC)c2sccc2n1
    -12.6%, -4.5%[38.3 µM], -9.1%, -3.8%, 2.0%, -2.9%, -1.1%, -16.0%[46.1 µM]
CC1(C)CC2(CCCN(C(=S)Nc3ccccc3)C2)CCO1 (stereo unspecified)
    0.2%, /, /, /, -0.9%, 8.7%, 1.8%, -2.2%
O=C(OCc1nnc(-c2ccccc2)o1)c1ccc(S(=O)(=O)NCc2ccco2)cc1
    39.8µM*, 22.9%[38.3 µM], -0.9%, -3.2%, 1.3%, -0.3%, -6.3%, -18.1%[46.1 µM]
Cc1cc(C)c(C(=O)/C=C/c2ccc3c(c2)OCO3)c(=O)[nH]1
    i, 2.5%, /, -0.5%, -6.7%, 7.5%, 1.6%, -23.1%
COCCn1c(SCC(=O)Nc2sc(C)c(C)c2C#N)nnc1C(C)C
    -5.8%, 20.8%[38.3 µM], -9.5%, 5.0%, 10.7%, -0.1%, -12.7%, -13.2%[46.1 µM]
